# MCL1 BIM primary: disrupts human MCL1 binding to BIM-BH3 peptide. 0.68% of 320,000 active. GST-MCL1 / FITC-Bim-BH3 fluorescence polarization. AID 2057. inhibition, % at 10.9 µM. Q07820;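 active = inhibition above the mean inhibition of all tested compounds plus 3 SD, set per campaign, cut at about 40% in these data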;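 also: 0% = DMSO wells and 100% = unlabeled Bim-BH3 peptide control; higher means more loss of mP so more displacement of Bim peptide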
# Target sequence (Q07820 whole entry, looked up): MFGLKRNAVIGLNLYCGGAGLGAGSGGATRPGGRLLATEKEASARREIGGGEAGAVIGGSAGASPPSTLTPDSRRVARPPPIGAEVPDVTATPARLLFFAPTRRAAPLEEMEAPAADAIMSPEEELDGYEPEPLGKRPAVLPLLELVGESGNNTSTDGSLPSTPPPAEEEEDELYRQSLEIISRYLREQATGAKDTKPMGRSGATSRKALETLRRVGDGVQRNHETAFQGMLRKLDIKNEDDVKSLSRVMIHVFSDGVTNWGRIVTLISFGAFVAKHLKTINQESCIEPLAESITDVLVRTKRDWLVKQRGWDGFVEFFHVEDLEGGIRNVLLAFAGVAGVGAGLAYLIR
# PAD4 inh: blocks human protein arginine deiminase 4; recombinant PAD4, RCA probe fluorescence polarization; inhibition, % at 6.36 µM; 0.41% of 330,000 active;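 active = percent inhibition above a cutoff equal to the mean of all tested compounds plus 3 SD, cut at about 15% in these data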;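 also: 0% = PAD4 with RCA probe and DMSO and 100% = probe without PAD4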
# MEX-5 binding: C. elegans MEX-5 TCR-2 RNA binding activity. 0.38% of 300,000 active. Q9XUB2. activity score (negative = inhibition of binding), % at 10 µM. MEX-5/FITC-TCR2 RNA binding, fluorescence polarization; active compounds read low;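 active = inhibition past about -25% in most replicates, and total fluorescence under double the plate's negative control median, limit read from the data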;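 also: 0% = DMSO and -100% = 5 µM competing unlabeled TCR2 RNA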
# GLD-1 TGE inh: GLD-1-TGE RNA interaction inhibition (C. elegans); purified GLD-1 + fluorescein TGE RNA, fluorescence polarization; 0.44% of 320,000 active; inhibition, % at 5.96 µM;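 active = percent inhibition above a per-plate cutoff, the plate mean of test compounds plus 3 SD, cut at about 30% in these data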;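 also: 0% = DMSO wells with GLD-1 and probe and 100% = wells lacking GLD-1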
# Target sequence (Q17339 whole entry, looked up): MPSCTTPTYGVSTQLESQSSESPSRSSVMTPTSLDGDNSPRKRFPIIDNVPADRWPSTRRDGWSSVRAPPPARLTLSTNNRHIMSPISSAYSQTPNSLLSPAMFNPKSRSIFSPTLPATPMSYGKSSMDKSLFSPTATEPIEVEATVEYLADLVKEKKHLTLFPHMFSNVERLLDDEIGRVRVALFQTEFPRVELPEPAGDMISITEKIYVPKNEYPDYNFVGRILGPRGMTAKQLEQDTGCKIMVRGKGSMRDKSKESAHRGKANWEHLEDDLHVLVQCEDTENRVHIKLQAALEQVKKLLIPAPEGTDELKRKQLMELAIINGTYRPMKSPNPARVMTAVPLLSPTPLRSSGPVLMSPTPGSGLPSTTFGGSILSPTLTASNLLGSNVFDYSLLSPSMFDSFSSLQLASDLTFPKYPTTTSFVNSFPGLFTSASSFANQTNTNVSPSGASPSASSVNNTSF
# Fam108B inh: blocks mouse Fam108B hydrolase in RBBP9 counter-screen; recombinant Fam108B, FP-Rh probe fluorescence polarization; inhibition, % at 9.51 µM; 0.33% of 300,000 active; AID 1947;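 active = inhibition above the screen mean inhibition plus 3 SD, computed separately per campaign, cut at about 18% in these data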;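 also: inhibitors lower polarization as less probe binds the enzyme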
# GSTO1 counter: GSTO1 inhibition, counter-screen for RBBP9 inhibitors; P78417; AID 1974; 1.1% of 300,000 active; inhibition, % at 5.96 µM; recombinant GSTO1, activity-based probe fluorescence polarization;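 active = inhibition above the campaign mean inhibition plus 3 SD, cut at about 35% in these data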;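 also: 0% = GSTO1-1 with DMSO and 100% = wells lacking GSTO1-1 enzyme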
# TPT1 inhibitor: inhibitors of Candida albicans tRNA 2'-phosphotransferase TPT1; inhibition, % at 5 µM; recombinant caTPT1, FP RNA substrate dephosphorylation; 0.81% of 300,000 active;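 active = inhibition above the mean of all tested compounds plus 3 SD, set per screening campaign, cut at about 24% in these data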;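 also: plate controls were DMSO alone for no effect and ferristatin control at 100 nM for full effect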
# PME-1 primary: blocks human protein phosphatase methylesterase 1; Q9Y570; recombinant PME-1, FP-Rh probe fluorescence polarization; inhibition, % at 5.9 µM; 0.53% of 320,000 active;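 active = inhibition above the campaign mean of all compounds plus 3 SD, cut at about 26% in these data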;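 also: competitive labeling of PME-1 active site by serine hydrolase directed probe; 0% = PME-1 with DMSO and 100% = wells lacking PME-1 enzyme; inhibitors block probe labeling so polarization falls and inhibition rises; many of its hits are not listed in these tables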
# Bcl-xL primary: inhibitors of human Bcl-xL; Q07817; GST-Bcl-xL / FITC-Bim BH3 peptide fluorescence polarization; inhibition, % at 10.9 µM; 0.7% of 320,000 active; AID 2129;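 active = inhibition above the mean of all tested compounds plus 3 SD, cutoff set per campaign, cut at about 30% in these data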;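 also: 0% = DMSO wells and 100% = unlabeled Bim-BH3 peptide competitor; inhibitors lower millipolarization by displacing the labeled peptide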
# Target sequence (Q07817 whole entry, looked up): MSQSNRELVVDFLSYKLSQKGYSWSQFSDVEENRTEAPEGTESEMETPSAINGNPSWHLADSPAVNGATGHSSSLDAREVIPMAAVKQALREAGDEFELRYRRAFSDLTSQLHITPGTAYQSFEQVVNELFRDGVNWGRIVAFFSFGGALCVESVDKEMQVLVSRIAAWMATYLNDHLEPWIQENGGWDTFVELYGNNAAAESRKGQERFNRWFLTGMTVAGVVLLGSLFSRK
# * hit, by the source's call; / = no result given.
Structure	MCL1 BIM primary	PAD4 inh	MEX-5 binding	GLD-1 TGE inh	Fam108B inh	GSTO1 counter	TPT1 inhibitor	PME-1 primary	Bcl-xL primary
CC(C)CN(Cc1cc(=O)oc2cc3c(cc12)CCCC3)CC(C)C	-1	-1	0.3	3	1	10	-2	-2	3
COc1ccc(N(C(=O)c2ccc3c(c2)OCO3)C2C=CS(=O)(=O)C2)c(OC)c1 (configuration not stated)	0	2	-1.8	4	0	3	-1	-5	-1
Cc1ccc(NC(=O)C[n+]2cc(-c3ccccc3)n3c2CCC3)cc1	5	1	0.9	2	1	-2	-2	-3	7
CS(=O)(=O)Nc1ccc([N+](=O)[O-])cc1Oc1ccccc1	2	-1	0.2	3	-2	6	-2	1	8
O=C(/C=C/c1ccco1)Nc1cccc(-c2nc3ccccc3[nH]2)c1	-14	-18	-10	1	-38	-96	9	-101	-6
Cc1ccc(Cl)cc1N1CCN(C(=O)C2CCN(S(C)(=O)=O)CC2)CC1	6	1	3.0	9	4	4	2	2	2
O=C(O)COc1ccccc1/C=N/NC(=O)c1cccc(S(=O)(=O)Nc2cccc(Cl)c2)c1	11	-5	-7.6	5	-20	-17	5	-49	10
O=S(=O)(c1ccc(Cl)nc1)N(Cc1ccccc1)Cc1ccccc1	5	4	/	7	8	7	0	-3	0
COc1cccc(CNC(=O)[C@H](C)NC(=O)C2CCN(S(=O)(=O)c3ccccc3)CC2)c1	0	0	-2.1	1	1	4	-1	3	8
CC(=O)Nc1cc2c(=O)n(Cc3ccccc3)c(C)nc2cc1N1CCOCC1	1	-5	-0.8	-4	-2	2	-2	-4	4
Fc1cc(Cl)c(OCc2noc(-c3ccsc3)n2)c(Cl)c1	-6	0	-0.8	3	-1	8	-3	-1	3
CCN(CC(=O)Nc1c(F)cccc1F)C(=O)CCCNC(=O)c1ccc(Cl)cc1	2	1	-0.3	-5	-3	5	1	-6	6
Cc1cccc(C)c1NC(=O)CS(=O)CC(=O)NCCCc1ccccc1 (configuration not stated)	0	-1	1.5	5	-1	5	-5	2	2
CCOc1ccc(CCNC(=O)CSCC(=O)Nc2cccc(C)c2)cc1OCC	-1	-2	0.8	0	-2	1	2	-2	0
CN(C)CCNC(=S)Nc1ccc(Br)cc1	6	-2	4.3	-4	5	4	0	-5	5
Cc1ccc2cccc(OC(=O)c3ccc4c(c3)OCCO4)c2n1	0	0	-1.1	1	0	6	-1	4	-1
COc1ccc(C(=O)N/C(=C\c2cn(C)c3ccccc23)C(=O)N2CCOCC2)cc1OC	0	-2	0.4	-11	-2	1	1	5	5
CN1C(=O)N(C)C2(c3ccccc3)N(C)C(=O)NC12c1ccccc1 (configuration not stated)	-2	0	-0.5	6	1	3	0	4	-7
CC(=O)Nc1ccc(-c2csc(NCCc3ccccc3)n2)cc1	12	-2	0.4	0	0	0	7	6	2
CC1CN(CCCCSc2ccccc2)CC(C)O1 (configuration not stated)	6	-4	0.5	-10	-1	1	-3	0	2
COc1ccc(C(=O)O)cc1S(=O)(=O)NCc1ccccn1	3	-1	-0.7	-5	-1	9	-3	-8	3
Cc1ccc([N+](=O)[O-])cc1N1C(=O)CS/C1=N\NC(=O)c1cccnc1	3	-4	-2.9	1	-4	1	-5	-8	0
COc1ccc(-n2c(C)nc3c(cnn3-c3ccc(C)cc3)c2=O)cc1	-1	-2	-0.6	14	-3	5	-4	-6	2
COc1ccc(CCn2c(N)c(C(=O)NCc3ccco3)c3nc4ccccc4nc32)cc1OC	-11	-16	-4.2	-12	7	52*	23	9	-5
O=C1C(=O)N(CCCO)C(c2ccc(Br)cc2)/C1=C(\O)c1ccc(Br)cc1 (configuration not stated)	3	-4	1.2	6	2	2	-3	3	6
CCC(=O)N(c1ccc(F)cc1)C1C=CS(=O)(=O)C1 (configuration not stated)	3	0	0.4	8	3	-1	-2	3	7
O=C(NCC(=O)N1CCN(c2ncccn2)CC1)c1ccc(F)cc1	0	2	/	0	/	/	/	0	2
Cc1ccc2c(c1)c(-c1ccccc1)nc1nnnn12	-12	-6	1.9	3	4	6	2	-7	2
COc1c(Cl)cc(Cl)cc1CNc1ccc(S(N)(=O)=O)cc1	-1	-5	-0.1	-3	0	-6	5	-2	-3
CC(C)(C)NC(=O)C(c1ccc(Cl)cc1)N(Cc1ccco1)C(=O)CCl (configuration not stated)	4	2	1.5	-6	4	9	-6	5	1
COc1cccc(C(=O)Nc2ccc(N3CCN(Cc4ccccc4)CC3)cc2)c1	-2	-8	-0.6	0	1	-1	2	-3	3
COC(=O)COc1ccc(-c2ccc(F)cc2)cc1C=O	2	6	1.1	7	1	-5	-1	-7	2
CCN(CC)C(=O)CC(c1ccc2c(c1)OCO2)c1c(O)cc(OC)cc1OC (configuration not stated)	2	3	-0.5	0	2	7	0	1	1
CCc1ccccc1NC(=O)[C@@H]1CCC(=O)N1C1OC(=O)c2c1ccc(OC)c2OC (some centres not stated)	0	5	1.8	1	2	-11	-4	-1	-2
S=c1[nH]nc2n1CCCN2	7	-1	-4.2	11	2	5	-2	-1	1
Cn1c(=O)c2c(nc(N3CCOCC3)n2CC(=O)C23CC4CC(CC(C4)C2)C3)n(C)c1=O	0	9	0.2	-1	0	2	-1	-2	-1
CCCCN(CCCC)CCNC(=O)c1cn(CC)c2ccc(S(=O)(=O)N3CCc4ccccc4C3)cc2c1=O	4	5	-1.0	-2	7	-4	1	59*	6
Cc1cc(=O)oc(C)c1C(=O)NCCc1ccccc1	11	4	-1.5	-3	5	-3	1	-2	4
COc1ccc(CC(=O)NNc2ncnc3c2cnn3-c2ccccc2)cc1	4	-2	-1.4	5	-1	-3	1	-2	0
COc1ccc(CCN2CC(C(=O)NCCc3ccccc3C(F)(F)F)CCC2=O)cc1 (configuration not stated)	0	-3	1.9	-4	-4	-8	-4	-7	3
Cc1[nH]n(-c2ccccc2)c(=O)c1/C=N/NC(=O)c1cccc(F)c1	8	-7	-2.5	-2	-3	-1	2	-2	3
O=C(CCCN1C(=O)/C(=C\c2ccccc2)SC1=S)Nc1cccc(C(=O)O)c1	2	-4	1.1	5	0	20	-3	0	2
COc1ccc(C2SCC(=O)N2c2c(C)n(C)n(-c3ccccc3)c2=O)cc1OC (configuration not stated)	2	-1	1.7	7	1	-3	0	-1	-4
COc1ccc(C)cc1NC(=O)c1ccc2c(O)c(S(=O)(=O)c3ccccc3)c(=O)[nH]c2c1	-2	0	0.7	8	-1	-10	0	1	4
c1cc(-c2nnn(CCOCCn3nnc(-c4ccncc4)n3)n2)ccn1	2	-2	-0.9	4	-3	6	3	0	3
CN(C)CCCNC(=O)c1ccc(Cl)c(S(=O)(=O)N2CCCCCC2)c1	-3	-1	/	1	/	/	/	4	2
CCOC(=O)C1C(=O)CC(C)(O)C(C(=O)OCC)C1c1ccc(SC)cc1 (configuration not stated)	1	2	-0.7	8	3	1	-1	-4	4
COCCCNC(=S)NC1CC2CCCC(C1)N2Cc1cccs1 (configuration not stated)	17	9	2.1	0	-1	6	-5	9	8
COc1ccc(C2NC(=O)C(C#N)=C(S)N2c2ccccc2)cc1OC (configuration not stated)	-1	3	-1.8	-3	1	-5	-3	1	3
CCOC(=O)c1cc(C#N)c(Nc2ccc(C)cc2)nc1C(F)(F)F	-1	3	-0.1	5	0	-4	4	3	-1
Cc1nc(CSc2nnc3scc(-c4ccccc4)n23)cs1	1	-1	1.2	5	-4	9	-3	-4	4
Cc1cc(C)c(OCCCNCc2ccccc2)c(Br)c1	10	1	-0.7	2	-1	0	-4	-5	7
CCOC(=O)COn1c(=O)c(-c2ccccc2)[n+]([O-])c2ccccc21	-9	-2	1.9	7	-4	4	2	0	-5
Cc1cccc2c(C(=O)N3CCN(c4ccccc4)CC3)cc(-c3ccncc3)nc12	-1	-5	1.1	-9	-1	-4	0	6	1
CC1CCN(C(=O)COC(=O)c2n[nH]c(=O)c3ccccc23)CC1	3	1	/	-7	/	/	/	4	4
CC(=O)c1ccc(NC(=O)COC(=O)c2ccccc2Sc2ccccc2C#N)cc1	4	-4	1.1	-10	-3	-1	-4	-4	0
O=C1C(Cl)=C(N2CCN(Cc3ccccc3)CC2)C(=O)N1c1ccccc1	12	-2	-2.0	8	2	6	0	2	8
CC(=O)Nc1nc2c(C)cc(NC(=O)C3CCCCC3)cc2s1	-1	-4	-0.7	-6	-2	0	-1	-3	5
Cc1csc(NC(=O)c2c(-c3c(F)cccc3Cl)noc2C)n1	-5	-4	/	-1	/	/	/	-2	-4
COc1ccc(CNC(=O)c2ccc(NS(=O)(=O)c3c(C)noc3C)cc2)cc1	5	-3	3.0	-3	9	6	0	1	2

# Following part.
Structure	MCL1 BIM primary	PAD4 inh	MEX-5 binding	GLD-1 TGE inh	Fam108B inh	GSTO1 counter	TPT1 inhibitor	PME-1 primary	Bcl-xL primary
CC(C)(C)C(=O)Nc1nc(C2CCCN2S(=O)(=O)c2ccc(Cl)cc2)cs1 (configuration not stated)	-1	-1	-0.5	-5	2	-1	-3	-7	1
CC1C(=O)Nc2ccc(S(=O)(=O)N3CCN(c4ccccc4F)CC3)cc2NC1=O (configuration not stated)	-2	-8	1.1	2	-7	7	0	0	5
Cc1cc(C)cc(Nc2c3c(nc4ncnn24)CCC3)c1	-2	-1	-0.1	4	0	3	0	0	2
COc1ccc(CNC(=O)c2ccc(CS(=O)(=O)c3ccc(C)cc3)o2)cc1	5	1	-2.3	1	3	0	-5	5	7
OCCN1CCN(c2nc3ccccc3nc2-c2ccccc2)CC1	12	5	3.9	13	-2	-1	-5	-3	12
CC1CN(S(=O)(=O)c2ccc(Cl)c(C(F)(F)F)c2)CC(C)O1 (configuration not stated)	3	1	-1.4	-2	6	-3	-4	-2	4
CC(OC(=O)c1ccc(C(C)(C)C)cc1)C(=O)NC1CCCCC1C (configuration not stated)	-24	7	2.1	8	3	-1	0	2	-3
Cc1c(NS(=O)(=O)c2cccs2)c(=O)n(-c2ccccc2)n1C	1	1	-0.4	7	1	4	-3	-5	5
O=C(c1cccn2c(=O)c3cc4ccccc4cc3nc12)N1CCN(c2ccccc2)CC1	31	-2	-2.6	13	0	-2	0	0	33*
O=S(=O)(Nc1ccc(Cl)cc1)c1ccc2c(c1)CCO2	-6	-1	-2.2	-5	2	3	6	-7	-5
Cn1cc(-c2ccccc2C(N)=O)c(=O)c2ccccc21	-6	-10	-3.0	-11	-6	-5	-2	-4	-9
O=C(NCC1CCCO1)c1cnc(Cl)c(Cl)c1 (configuration not stated)	-2	2	1.0	0	-1	-4	1	1	3
CC(NS(=O)(=O)c1ccc([N+](=O)[O-])cc1)C(c1cccs1)N1CCOCC1 (configuration not stated)	-32	-7	-0.5	-8	-4	8	36*	3	-21
COc1ccc(NC(=O)c2cccc(S(=O)(=O)N3CCOCC3)c2)cn1	24	1	-6.4	29	3	-2	-21	1	25
O=C(/C=C/c1ccc(O)c(O)c1)c1ccccc1O	-6	-2	-38*	1	5	-97	2	3	-3
COc1ccc(/C=C2/SC(=S)NC2=O)cc1OCc1ccccc1	-2	-4	-1.8	-3	8	7	-1	4	4

# Only part of the results is shown; the hit share may differ from the screen's.
